Screens: PubChem BioAssay, several laboratories
Pf gametocyte: P. falciparum stage V gametocyte viability inhibition; AID 743093; actives 0.065% (n = 150,000); inhibition, % at 10.9 µM; P. falciparum stage V gametocytes, ATP luminescence, 24 h;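 active = inhibition above the mean plus 3 SD of compounds within the control limits, set per campaign, cut at about 38% in these data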;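 also: 0% = DMSO wells and 100% = medium only without gametocytes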
Rab7 wt GTP bind: alters GTP binding to wildtype dog Rab7; GST-Rab7 beads, fluorescent GTP binding, flow cytometry; actives lie on both sides; untreated = 100%, excess cold GTP = 0%; GTP binding activity (percent of control), % at 10 µM; actives 0.055% (n = 190,000);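 active = fluorescent GTP binding to Rab7 beads changed by at least 20 points from the 100% baseline, either direction, mostly lower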;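 also: median green fluorescence of bound Bodipy-FL-GTP per Rab7 bead population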
Mcl1 Bid PPI: Mcl-1/Bid interaction inhibition | Q07820 | TR-FRET Mcl-1/Bid-Dy647 peptide binding, 1536-well | inhibition, % at 21.7 µM | actives 0.97% (n = 220,000);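 active = compounds that cut the binding signal by more than half at the single screening dose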;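 also: His-tagged Mcl-1 with europium anti-His antibody binding Bid BH3 peptide; 0% = Mcl-1 plus peptide wells and 100% = peptide-only wells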
Target sequence (Q07820 whole entry, looked up): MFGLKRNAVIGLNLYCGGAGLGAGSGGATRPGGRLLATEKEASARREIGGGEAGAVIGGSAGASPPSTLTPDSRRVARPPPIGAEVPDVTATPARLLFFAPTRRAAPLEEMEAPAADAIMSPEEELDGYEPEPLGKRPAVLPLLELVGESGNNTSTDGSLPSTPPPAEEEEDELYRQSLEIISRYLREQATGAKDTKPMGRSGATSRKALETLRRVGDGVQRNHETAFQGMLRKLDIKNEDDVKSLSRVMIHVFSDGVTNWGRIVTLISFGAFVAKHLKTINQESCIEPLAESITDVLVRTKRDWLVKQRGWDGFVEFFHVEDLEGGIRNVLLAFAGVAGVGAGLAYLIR
RGS8-Gao: regulators of human RGS8-Galphao interaction | P09471 | multiplexed bead flow cytometry, RGS8-Galphao binding; actives lie on both sides | response (percent of control binding), % at 10 µM | actives 0.34% (n = 220,000) | AID 1423; in the data active = response below about 60% or above about 140%; inactive = in between;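 also: Galphao activated as the GDP aluminium fluoride complex binding bead-coupled RGS8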
Target sequence (P09471 whole entry, looked up): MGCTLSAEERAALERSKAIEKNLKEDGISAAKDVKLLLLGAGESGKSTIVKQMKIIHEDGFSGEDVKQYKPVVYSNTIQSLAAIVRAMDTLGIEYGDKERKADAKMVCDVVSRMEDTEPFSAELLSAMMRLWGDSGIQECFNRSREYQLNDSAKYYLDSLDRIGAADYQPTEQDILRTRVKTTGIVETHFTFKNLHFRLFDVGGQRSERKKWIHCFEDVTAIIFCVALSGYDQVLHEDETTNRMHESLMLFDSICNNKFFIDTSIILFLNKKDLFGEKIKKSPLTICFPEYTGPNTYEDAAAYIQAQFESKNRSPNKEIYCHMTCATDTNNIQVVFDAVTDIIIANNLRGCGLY
HRas wt GTP: human HRas wildtype GTP binding, change in either direction | GST-Ras wt beads, Bodipy-FL-GTP binding, flow cytometry; actives lie on both sides | GTP binding activity, % at 10 µM | actives 0.14% (n = 190,000) | AID 759;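 active = GTP binding activity at least 20% away from the 100% baseline, either lowered as inhibitor or raised as activator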;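 also: 0% = unlabeled GTP competition control and 100% = no-compound control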
Target sequence (P01112 whole entry, looked up): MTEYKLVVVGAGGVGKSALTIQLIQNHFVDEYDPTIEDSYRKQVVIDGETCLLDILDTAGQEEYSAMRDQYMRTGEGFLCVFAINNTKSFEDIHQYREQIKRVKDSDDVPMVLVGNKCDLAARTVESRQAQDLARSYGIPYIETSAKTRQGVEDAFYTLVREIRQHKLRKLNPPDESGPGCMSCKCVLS
Rab2 wt GTP: changes GTP binding to wildtype dog Rab2A, up or down. P61105. GST-Rab2 wt beads, Bodipy-GTP binding, flow cytometry. GTP binding activity, % at 10 µM. actives 0.19% (n = 190,000). AID 760;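 active = GTP binding activity at least 20 points away from 100%, either lowered or raised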;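 also: 0% = beads with excess unlabeled GTP and 100% = no-compound control corrected for plate trend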
Mcl1-Noxa inh: disrupts binding of human Mcl-1 to Noxa peptide; Q07820; TR-FRET Mcl-1/Noxa peptide binding, 2 h; inhibition, % at 21.7 µM; actives 1.5% (n = 220,000);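 active = compounds that cut the protein-peptide binding signal by more than 50% relative to plate controls in a single-dose test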;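 also: His-tagged Mcl-1 with rhodamine Noxa BH3 peptide and terbium anti-His antibody; 0% = Mcl-1 plus Noxa peptide wells and 100% = peptide-only wells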
Rac1 wt GTP bind: modulators of human Rac1 wildtype GTP binding; GST-Rac1 beads, fluorescent GTP binding, flow cytometry; actives lie on both sides; 0 = cold GTP competed, 100 = untreated; GTP binding activity (% of control), % at 10 µM; actives 0.27% (n = 190,000);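 active = GTP binding activity at least 20 points away from the 100% control level, either lower or higher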
Cdc42 wt GTP: modulators (inhibitors or activators) of GTP binding to human Cdc42 wildtype; GST-Cdc42 beads, Bodipy-GTP binding, flow cytometry; actives lie on both sides; P60953; AID 761; actives 0.2% (n = 190,000); percent activity (GTP binding), % at 10 µM;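 active = percent activity GTP binding at least 20 points away from the 100% baseline, either down as inhibitor or up as activator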;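 also: median bead fluorescence of bound Bodipy-FL-GTP at 100 nM; 0% = excess unlabeled GTP control and 100% = no compound control; below 100% means less GTP binding so inhibitor and above means activator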
Target sequence (P60953 whole entry, looked up): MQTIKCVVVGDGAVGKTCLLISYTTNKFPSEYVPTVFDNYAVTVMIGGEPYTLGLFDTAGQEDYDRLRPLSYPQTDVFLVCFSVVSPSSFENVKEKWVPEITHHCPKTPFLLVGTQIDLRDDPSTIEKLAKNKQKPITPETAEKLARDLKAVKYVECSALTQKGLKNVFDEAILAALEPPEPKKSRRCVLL
Bim-Mcl-1: human Bim-Mcl-1 interaction inhibition. inhibition, % at 10 µM. AID 1009. Q07820. actives 0.1% (n = 190,000). Bead-based flow cytometry, Bim peptide-Mcl-1 binding; in the data active = inhibition above about 40%;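 also: 0% = no compound tracer wells and 100% = peptide blocker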
Rac1 act GTP bind: modulators of GTP binding to human Rac1 activated mutant. GST-Rac1 activated beads, fluorescent GTP binding, flow cytometry; actives lie on both sides; 100% means binding = to untreated wells. percent activity (GTP binding), % at 10 µM. actives 0.11% (n = 190,000). AID 764;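 active = GTP binding at least 20 percentage points away from the 100% baseline, in either direction, so actives lie on both sides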
Numbers without * were called inactive; nt = not tested or not shown.

SMILES	Pf gametocyte	Rab7 wt GTP bind	Mcl1 Bid PPI	RGS8-Gao	HRas wt GTP	Rab2 wt GTP	Mcl1-Noxa inh	Rac1 wt GTP bind	Cdc42 wt GTP	Bim-Mcl-1	Rac1 act GTP bind
Cn1c(N)c(C(=O)COC(=O)C(Cc2ccccc2)NC(=O)c2ccccc2)c(=O)n(C)c1=O (stereo not given)	-32	99	-14	100	94	96	-3	90	92	-5	92
Cc1cc(N2CCOCC2)n2cc(-c3ccc(F)cc3)nc2n1	-20	101	-26	103	96	99	12	94	93	-5	93
Cc1ccc(OCC(=O)Nc2ccccc2-c2ccccc2NC(=O)COc2ccc(C)cc2)cc1	nt	101	3	99	100	99	19	105	103	-7	99
COc1ccc(/C=N/Nc2nc3ccccc3[nH]2)cc1OC	-6	101	-45	104	100	98	18	100	95	-5	97
COC(=O)NNC(=O)/C=C/c1ccccc1	4	96	-16	100	99	98	11	102	101	-6	99
CCOC(=O)c1cc(CC)sc1NC(=O)COC	-8	101	-41	99	104	99	3	106	103	-4	100
COc1ccc(-c2cc(C(=O)O)c3sc(N4CCCCC4)nc3n2)cc1OC	-15	99	-13	104	97	96	38	97	97	-3	96
O=C(NCCCc1ccccc1)c1cc([N+](=O)[O-])ccc1Cl	nt	99	-13	103	96	97	2	95	95	-1	96
N#CC1=C(N)N2C(=C(C#N)C1c1cccc(Br)c1)Nc1ccccc12 (stereo not given)	-2	97	19	101	96	96	25	98	99	-4	95
C/C(=N\NC(=O)c1c(-c2ccccc2Cl)noc1C)c1cccc(NC(=O)C(C)C)c1	-4	97	-4	76	97	96	3	103	96	-3	99
C=CCNC(=O)/C(C#N)=C\c1cc(Cl)c(OCC)c(OC)c1	-4	97	-9	102	98	99	15	104	98	-5	98
COc1cccc(NC(=O)c2ccc(NCCCN3CCC(C)CC3)c([N+](=O)[O-])c2)c1	-14	94	-34	103	93	92	-4	93	92	1	95
CC(=O)c1c(N)n(C)c(=O)n(C)c1=O	-7	105	2	103	102	103	-8	104	102	1	101
Cc1occc1-c1nnc(SCC(=O)N2CCOCC2)n1Cc1ccco1	nt	101	-16	103	100	100	15	107	104	-5	101
COc1ccccc1OCc1nc(Cc2ccc(Cl)cc2)no1	nt	96	9	100	99	96	16	98	98	-3	96
Cc1ccc(S(=O)(=O)Cc2ccc(C(=O)N3CCN(Cc4ccccc4)CC3)o2)cc1	nt	98	-13	100	101	101	23	105	104	-6	101
Cc1cc(C)nc(/N=C(\N)Nc2ccc(S(=O)(=O)Nc3nc(C)cc(C)n3)cc2)n1	nt	102	-27	99	92	94	8	94	93	0	88
COc1cc(C(=O)Nc2ccccc2-c2nnn(CC(N)=O)n2)cc(OC)c1OC	-4	94	14	101	99	95	7	98	99	5	99
CCc1[nH]nc2c1C(c1cccnc1)C(C#N)=C(N)O2 (stereo not given)	nt	95	-16	96	95	95	-2	98	95	8	94
NC(=O)/C=C/C(=O)Nc1ccc(Cl)cc1	-15	99	-24	99	95	97	10	97	92	-3	95
COc1ccc(NC(C)=O)cc1NC(=O)CN1CCN(CC(=O)Nc2ccc(Cl)cc2)CC1	nt	104	-4	104	108	107	15	104	107	-1	101
CCOc1ccc(N2C(=O)CC(N(Cc3ccco3)C(=O)CC)C2=O)cc1 (stereo not given)	2	94	-43	100	97	96	-4	98	99	0	96
Cc1ccc(C(=O)N/C(=C\c2cccc([N+](=O)[O-])c2)C(=O)OCN2C(=O)c3ccccc3C2=O)cc1	1	91	4	93	95	96	5	98	96	0	97
COC(=O)C(C)N=Cc1ccccc1 (stereo not given)	-25	91	-5	104	95	95	19	101	97	1	96
CCOc1ccc(NC(=O)CSc2n[nH]c(=O)n2-c2ccccc2)cc1	-1	105	-6	102	105	103	3	108	102	-2	100
COc1ccc(NS(=O)(=O)c2cccc(C(=O)O)c2)cc1	25	101	-24	102	100	98	24	101	101	-3	98
CCN(CC)S(=O)(=O)c1ccc(Oc2ccccc2)cc1	8	99	-6	102	101	104	12	108	103	-3	99
CCOC(=O)c1[nH]c(C)c(C(=O)N2CCc3ccccc32)c1C	nt	103	-3	99	100	103	9	100	99	1	99
C(=N\c1nc2ccccc2n1CCN1CCCCC1)/c1cccs1	nt	103	-1	104	105	103	18	106	107	-6	102
O=c1cc(C(F)F)oc2c1ccc1ccccc12	21	101	7	100	100	100	12	103	102	-5	101
CN(C)c1ccc(C=Nc2cnn(C)c2C(N)=O)cc1	-9	93	-25	98	96	95	-1	95	96	0	95
O=C(Nc1cccc(F)c1)/C(=C\c1ccco1)NC(=O)c1cccs1	nt	95	-43	99	101	100	2	105	102	2	103
O=C(N/N=C/c1c(Nc2cccc(C(F)(F)F)c2)nc2ccccn2c1=O)c1ccccc1	nt	99	-107	102	101	100	-76	100	99	-3	96
CCOC(=O)C1CCN(c2nc(-c3ccc(Br)cc3)nc3ccccc23)CC1	1	102	-7	102	101	98	-15	97	97	-5	97
Cn1c(SCC(=O)NCCc2ccc(S(N)(=O)=O)cc2)nc2ccccc2c1=O	5	95	-15	102	95	94	12	100	95	-5	97
CC(C)C(=O)Nc1ccc(C(=O)N2CCCCCC2)cc1	-19	100	-5	101	100	99	-6	104	101	-2	101
CCOC(=O)c1ccc(Nc2nc(C(=O)OCC)nc3ccccc23)cc1	nt	81	-5	101	73*	73*	13	82	69*	14	82
O=C(Cc1ccccc1)NCC(=O)N1CCCCC1	7	105	-30	99	100	99	3	97	99	0	97
Cc1ccc(C)c(N2CCN(C(=O)c3cc4ccccn4n3)CC2)c1	nt	97	-9	100	99	99	-2	104	101	-4	97
COc1ccc(OC)c(C2C(C(=O)c3ccccc3)=C(C)Nc3nc4ccccc4n32)c1 (stereo not given)	nt	98	-1	nt	100	100	1	106	97	-1	100

A run of entries from further up, as a working copy:
SMILES	Pf gametocyte	Rab7 wt GTP bind	Mcl1 Bid PPI	RGS8-Gao	HRas wt GTP	Rab2 wt GTP	Mcl1-Noxa inh	Rac1 wt GTP bind	Cdc42 wt GTP	Bim-Mcl-1	Rac1 act GTP bind
COc1ccc(NC(C)=O)cc1NC(=O)CN1CCN(CC(=O)Nc2ccc(Cl)cc2)CC1	nt	104	-4	104	108	107	15	104	107	-1	101
CCOc1ccc(N2C(=O)CC(N(Cc3ccco3)C(=O)CC)C2=O)cc1 (stereo not given)	2	94	-43	100	97	96	-4	98	99	0	96

(further entries)
SMILES	Pf gametocyte	Rab7 wt GTP bind	Mcl1 Bid PPI	RGS8-Gao	HRas wt GTP	Rab2 wt GTP	Mcl1-Noxa inh	Rac1 wt GTP bind	Cdc42 wt GTP	Bim-Mcl-1	Rac1 act GTP bind
CCOC(=O)C1CCCN(C(=O)COC(=O)c2ccc(C#N)cc2)C1 (stereo not given)	-5	107	-23	93	99	99	8	100	102	-1	98
Cc1ccc2c([N+](=O)[O-])c(C)ccc2n1	nt	99	-7	101	104	102	3	105	105	1	101
CCOC(=O)C(C)Oc1ccc(OCc2ccccc2)cc1 (stereo not given)	5	93	9	96	94	95	19	97	96	0	94
O=C(Cc1ccccc1)NC(=S)Nc1ccc2oc(-c3ccccc3)nc2c1	-14	98	-1	103	94	93	16	98	92	-4	93
COc1ccc(O)c(C(=O)c2cnc3nc4ccccc4n3c2)c1	-1	91	-13	99	88	86	8	87	91	0	92
CN(C)c1nc2ccc(OCCN3CCCCC3)cc2s1	2	102	-23	100	104	103	25	105	101	-3	100
CC(=O)Nc1cccc(/C(C)=N/NC(=O)c2ccc(Cl)cc2Cl)c1	15	100	-18	104	94	96	1	96	96	2	94
CC(C)(C)c1ccc(COC(=O)Nc2ccc(F)cc2)cc1	3	97	-8	98	103	100	-6	107	103	-5	102
CCOC(=O)CNC(=O)N1CCCC(C(=O)c2ccccc2SC)C1 (stereo not given)	-3	99	-13	99	98	97	1	101	102	-1	97
CCC(CC)c1nnc(NC(=O)C2CC(=O)N(c3ccc4c(c3)OCCO4)C2)s1 (stereo not given)	-1	101	-26	100	100	99	7	99	99	-6	99
Cc1cc(C)n2ncc(C(=O)Nc3cccc(O)c3)c2n1	-28	99	-11	101	91	89	7	86	88	1	92
COC(=O)c1cccc(C(=O)Nc2ccc(C)cc2Br)n1	-1	101	-12	98	103	101	17	108	105	-3	100
CN1C(=O)C(/C(N)=N/NC(=O)c2ccccc2)C2CC1(C)Oc1ccccc12 (stereo not given)	nt	97	-17	102	99	99	18	103	103	0	99
CN1CCN(CCCNC(=O)Nc2cccc3ccccc23)CC1	3	101	-3	104	101	102	17	101	100	-5	101
CCOC(=O)C1C(=O)NC(c2ccccc2)=NC1c1ccccc1 (stereo not given)	-1	94	-14	101	97	97	3	99	96	0	98
O=C(NCC1(c2ccccc2)CCCC1)c1ccco1	nt	96	-32	100	95	94	8	99	96	0	95
CCO[C@H]1OC(C(=O)NCc2ccccc2)=C[C@@H](c2coc3ccccc3c2=O)[C@@H]1CCCO	nt	96	-5	100	96	95	-12	97	96	0	97
CC1CN(c2ccc([N+](=O)[O-])c(NCCOc3ccccc3)c2)CCN1 (stereo not given)	-43	97	-9	110	92	93	3	93	89	0	93
COc1ccc(NC(=O)c2oc3ccccc3c2NC(=O)C2CCCO2)cc1OC (stereo not given)	7	102	-7	105	96	98	19	97	98	-2	94
CC(=O)Nc1ccc(Oc2ccc(NC(C)=O)c(NC(C)=O)c2)cc1	nt	102	-42	98	98	98	7	97	96	0	96
COC(=O)c1ccccc1-n1cccc1C(=O)NP(=O)(N1CCOCC1)N1CCOCC1	6	96	-14	104	96	94	-14	101	98	4	95
Cc1c(NC(=O)CN2CCN(c3ccc([N+](=O)[O-])cc3)CC2)c(=O)n(-c2ccccc2)n1C	8	108	-13	100	97	99	-1	103	101	0	97
CCn1nnc(NC(=O)c2cccc(-c3cc4ccccc4oc3=O)c2)n1	nt	99	-7	103	98	101	-15	100	99	-1	98
CC1(C)CC(=O)C(C=NCCc2ccc(O)cc2)=C(O)C1	nt	102	-7	104	100	103	13	102	102	-1	100
COCCCn1c(SCC(=O)c2ccccc2)nc2ccccc2c1=O	-9	102	-6	105	98	99	16	101	93	0	93
O=C1CC(N2CCN(Cc3ccccc3)CC2)C(=O)N1 (stereo not given)	6	101	-38	98	99	100	8	100	100	0	97
COc1ccc(S(=O)(=O)Nc2nnc(Cc3ccc(OC)c(OC)c3)s2)cc1	-1	91	-13	88	93	94	-3	97	96	0	91
O=C(Nc1ccccc1N1CCOCC1)c1cc(-c2ccco2)nc2ccccc12	nt	98	8	104	99	100	36	101	97	0	99
O=C(COC(=O)c1cc[n+]([O-])cc1)Nc1ccc(F)c([N+](=O)[O-])c1	3	101	-10	102	98	99	9	104	101	-2	96
O=C(NCc1ccco1)c1nc2ccccc2s1	-15	102	-39	101	99	100	2	101	104	0	95
CC1(C(=O)N2CC3(CC(c4ccccc4)=NO3)C[C@H]2C(=O)NCC(N)=O)CC1 (stereo not given in full)	nt	99	-5	101	97	95	-18	96	96	0	97
CNC(=O)N(c1ccccc1)c1ccccc1	nt	102	-14	100	99	99	9	106	100	-3	97
